Screening data from PubChem.
KDM5B inh: blocks human KDM5B histone demethylase activity. Q9UGL1. KDM5B demethylase, FDH-coupled NADH fluorescence (FDH is formaldehyde dehydrogenase). Potency, µM (doses to about 57.7 µM), for inactives: at the highest dose activity change, negative = inhibition, most hits filed as inhibitors. 220,000 compounds, 2.6% hits. AID 1347165; active = well fitted inhibition curve with a large enough effect; inconclusive = small, poorly fitted or top-dose-only effect; inactive = no such curve, though single readings can be large or run the other way; also: 0% is about no effect; nearly all actives have a fitted effect of over 70% in size
Target sequence (Q9UGL1 whole entry, looked up): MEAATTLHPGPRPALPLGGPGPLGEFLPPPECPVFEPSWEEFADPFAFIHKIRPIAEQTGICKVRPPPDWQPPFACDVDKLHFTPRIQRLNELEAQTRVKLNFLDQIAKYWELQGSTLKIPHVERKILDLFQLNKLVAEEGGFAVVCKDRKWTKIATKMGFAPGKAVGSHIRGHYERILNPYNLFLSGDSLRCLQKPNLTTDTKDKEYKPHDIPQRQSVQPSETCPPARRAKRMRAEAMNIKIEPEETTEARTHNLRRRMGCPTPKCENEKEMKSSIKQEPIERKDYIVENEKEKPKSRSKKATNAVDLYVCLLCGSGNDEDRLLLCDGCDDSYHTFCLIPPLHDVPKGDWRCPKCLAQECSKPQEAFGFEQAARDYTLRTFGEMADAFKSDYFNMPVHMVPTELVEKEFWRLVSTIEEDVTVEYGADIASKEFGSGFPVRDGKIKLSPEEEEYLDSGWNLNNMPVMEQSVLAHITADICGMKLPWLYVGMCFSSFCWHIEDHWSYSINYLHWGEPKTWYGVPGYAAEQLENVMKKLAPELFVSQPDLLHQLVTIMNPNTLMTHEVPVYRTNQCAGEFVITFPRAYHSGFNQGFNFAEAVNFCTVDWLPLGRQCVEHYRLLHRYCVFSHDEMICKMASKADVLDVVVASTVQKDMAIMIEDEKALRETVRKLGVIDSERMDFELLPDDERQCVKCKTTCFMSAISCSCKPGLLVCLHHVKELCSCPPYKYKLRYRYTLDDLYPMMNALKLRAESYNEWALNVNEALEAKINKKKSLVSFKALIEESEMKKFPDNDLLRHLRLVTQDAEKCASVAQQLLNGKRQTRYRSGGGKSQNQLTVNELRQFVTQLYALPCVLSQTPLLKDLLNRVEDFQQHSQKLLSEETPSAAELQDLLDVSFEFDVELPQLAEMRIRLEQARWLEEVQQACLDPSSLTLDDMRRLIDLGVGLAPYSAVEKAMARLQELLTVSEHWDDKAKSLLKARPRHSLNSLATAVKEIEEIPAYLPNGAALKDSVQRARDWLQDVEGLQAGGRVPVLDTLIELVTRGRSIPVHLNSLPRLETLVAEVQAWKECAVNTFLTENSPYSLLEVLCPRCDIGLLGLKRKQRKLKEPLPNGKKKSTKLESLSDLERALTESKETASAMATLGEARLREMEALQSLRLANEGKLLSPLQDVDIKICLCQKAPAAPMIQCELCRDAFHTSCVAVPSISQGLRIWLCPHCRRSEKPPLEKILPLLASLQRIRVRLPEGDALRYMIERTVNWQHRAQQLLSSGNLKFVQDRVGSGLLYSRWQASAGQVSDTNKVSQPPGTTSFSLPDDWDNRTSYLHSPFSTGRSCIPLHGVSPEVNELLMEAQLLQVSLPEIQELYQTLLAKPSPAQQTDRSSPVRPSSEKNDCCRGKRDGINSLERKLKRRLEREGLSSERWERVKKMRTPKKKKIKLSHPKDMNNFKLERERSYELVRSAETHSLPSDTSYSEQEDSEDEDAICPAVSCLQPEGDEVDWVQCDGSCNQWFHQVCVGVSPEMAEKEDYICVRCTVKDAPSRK
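Compound dilutions met 200 nM (final) KDM5BΔAP for 10 min at room temperature before substrate addition. The substrate mix held 12.5 µM H3K4me3 with cofactors 25 µM α-ketoglutarate and 50 µM Fe²⁺. NADH signal gain over 30 min defined activity.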
Numbers without * were called inactive; i = inactive; ? = inconclusive; [ ] = dose if it differs, or a comment. Potency is read from the fitted curve at half-maximal effect. A portion of the library; the hit share may differ from the screen's.

SMILES	KDM5B inh
Cc1ccc(S(=O)(=O)N2CCN(C(C(=O)O)c3c[nH]c4cc(Cl)ccc34)CC2)cc1 (centres undefined)	16.0%
CC1(CCCCN2CCOCC2)COc2ccc(C(=O)Nc3cccnc3)cc2N1 (centres undefined)	?
O=S(=O)(Nc1ccc(OC(F)(F)F)cc1)c1ccc(N2CCCCS2(=O)=O)cc1	?
Cc1nn2c(=O)cc(COC(=O)c3ccc(NC(=O)C4CCCCC4)cc3)nc2s1	-27.6%
CCOC(=O)C1=CN(c2ccc(F)cc2)C=C(C(=O)OCC)C1c1cccc(C(F)(F)F)c1	15.3%
O=C(c1cc(C2CC2)nc2ccccc12)N1CCC1	14.0%
CCOc1ccc(CN(C)C(=O)c2n[nH]c(=O)c3ccccc23)cc1	-8.9%
CN(C(=O)CN1CCC2(CC1)C(C(=O)O)CC(=O)N2C)c1ccccc1 (centres undefined)	1.9%
CC1=C[C@@H](CNCc2ccccn2)[C@H](C(C)C)C[C@H]1Cc1nnc(-c2ccc(N(C)C)cc2)o1	?
COP(=O)(OC)c1nc(-c2ccc(C)cc2)oc1NCc1ccco1	i
Cc1cc(-c2n[nH]c(=S)n2/N=C/C=C/c2ccco2)n[nH]1	?
O=C(/C=C/c1cccs1)N1CC=C(c2ccccc2)CC1	4.0%
O=C1CC(c2ccccc2)N(C(=O)CNC(=O)Cn2c(=O)oc3ccccc32)CCCCCN1 (centres undefined)	1.6%
CCc1nc2c(c(-c3ccc(Cl)cc3)n1)CN(CC1CC1)CC2	?
COc1ccccc1NC(=O)CCn1nc(-c2ccccc2OC)c2c(C)cc(C)nc21	?
COc1ccccc1C(=O)Oc1ccc2c(=O)c(-c3ccccc3OC)c(C)oc2c1	?
CCC(=O)Nc1ccccc1-c1nc2ccccc2n(CC(=O)c2ccc(C)c(C)c2)c1=O	-9.9%
O=C(c1ccc2nccnc2c1)N1C[C@H]2CC[C@@H]1CN(C1CCOCC1)C2	6.8%
Cc1ccc2scc(N3CCCC(C)C3)c(=O)c2c1 (centres undefined)	?
CCC(C)NC(=O)CCCc1nnc2n(CC(C)C)c(=O)c3sccc3n12 (centres undefined)	-61.8%
CCn1cc(C(=O)N2CCN(c3ccccc3)CC2)c(=O)c2cc(S(=O)(=O)N(C)C3CCCCC3)ccc21	12.5%
Cn1ccc(C(=O)N2CC3ON=C(C(=O)NCc4ccc(F)cc4)C3C2)n1 (centres undefined)	14.1%[115 µM]
COC(=O)c1ccc(CN(C)C(=O)CCc2ncc(-c3ccc(F)cc3)o2)cc1	-16.9%
O=C(COC(=O)c1ccc2ccccc2n1)NC1CC1	-27.4%
COC(=O)c1scc(-c2ccc(C)cc2)c1S(=O)(=O)Nc1cccc(C(F)(F)F)c1	6.1%
COc1ccc(Cl)cc1NC(=O)c1cc(=O)c2cc(C)ccc2o1	-18.6%
Cc1ccc(C2C=C(c3ccc(Cl)cc3)Nc3nc(NS(=O)(=O)c4ccccc4)nn32)cc1 (centres undefined)	17.3%
C=CCNC(=O)c1cc(-c2ccc(OCC)cc2)nc2ccccc12	?
COc1nccc(N2CCC(CC(=O)NCCCN3CCCC3=O)CC2)n1	10.8%
Cc1ccc(C2=NC3(CCN(C(=O)COc4ccc(F)cc4)CC3)ON2)cc1	-1.5%
COCCO[C@H]1C(=O)N(C2CCN(C(=O)CC(F)(F)F)CC2)[C@H]1c1ccncc1	24.7%
CCCCNc1nc(N)ncc1[N+](=O)[O-]	28.8%
CCOc1ccc(-n2cc(-c3ccccc3)c3c(NCc4ccc(F)cc4)ncnc32)cc1	?
COc1ccc(OC)c(NC(=O)C2Cc3ccccc3CN2S(=O)(=O)c2ccc(F)cc2)c1 (centres undefined)	-20.5%
O=C(c1cccc(F)c1)N1CCC(c2nc(C3CCOCC3)no2)C1 (centres undefined)	-8.4%
Cc1ccccc1Nc1nc(-c2ccc([N+](=O)[O-])cc2)nc2ccccc12	16.2%
COc1ccc(CNC(=O)N2CCN(S(=O)(=O)c3cccc(Br)c3)CC2)cn1	11.2%
COc1ccc(C(=O)NCc2nnc3ccc(-c4ccc(C)c(C)c4)nn23)cc1OC	-25.8%
O=C1COc2ccc(-c3ccc(F)cc3)nc2CN1Cc1ccccc1F	10.5%[86.2 µM]
COCc1cc(=O)n(CC(=O)Nc2ccccc2F)c(N2CCOCC2)n1	-21.4%
COc1cccc(C(=O)N[C@@H]2CN(c3ccccn3)C[C@H]2CN(C)C)c1OC	28.2µM*
CCN(CC)CCCNC(=O)CSc1nc(-c2ccc(OC)cc2)cc(C(F)(F)F)n1	?
COc1cc(/C=C/C(=O)OCC(=O)N(C2=CCCCC2)C2CC2)ccc1OC(F)F	-19.7%
COc1ccc(CCN2CCCC(CN(C)C(=O)c3cc(C)oc3C)C2)cc1 (centres undefined)	-10.4%
CCc1cccc(C)c1NC(=S)N1CCCCC1c1cccnc1 (centres undefined)	-4.0%
CC(C)CN(CCNC(=O)CCN1N=C(c2ccccc2)CCC1=O)CC(C)C	-10.8%
COc1ccccc1C(=O)Nc1ccc(-c2nc3ccccc3s2)c(C)c1	?
Cc1ncccc1OC1(C(=O)NCc2n[nH]c3c2CCC3)CCNCC1	13.2%

Compounds from the list above that have a furan ring, fused or not, in the order listed:
SMILES	KDM5B inh
COP(=O)(OC)c1nc(-c2ccc(C)cc2)oc1NCc1ccco1	i
Cc1cc(-c2n[nH]c(=S)n2/N=C/C=C/c2ccco2)n[nH]1	?
COc1ccc(CCN2CCCC(CN(C)C(=O)c3cc(C)oc3C)C2)cc1 (centres undefined)	-10.4%

Additional entries
SMILES	KDM5B inh
CCCN(CC1CCOC1)C(=O)c1cccc(Cl)c1 (centres undefined)	6.5%
CC(C)N1CCN(C2CCN(c3ccc4c(c3)CCC4)CC2)CC1CCO (centres undefined)	?
Cc1ccccc1Oc1ncccc1CNC(=O)C(C)(C)n1cccc1	1.7%
Cc1ccc(CNC(=O)C2(C)CCCCC(=O)N2)o1 (centres undefined)	8.7%
O=C(NCc1ccccn1)c1cccc2ccccc12	6.7%
CC(C)CCNC(=O)C(=O)N1CCN(C(=O)c2cc3ccccc3[nH]2)CC1	-11.4%
NS(=O)(=O)c1cccc(NC(=O)COC(=O)CCc2ccccc2)c1	-7.7%
CCOC(=O)CCCNC(=O)COC(=O)c1cc(-c2cccs2)nc2ccccc12	?
CC(=O)Nc1ccc(OCc2ccccc2)cc1	14.2%
COC(=O)c1c(F)c(F)c(Oc2ccc(C(C)=O)cc2)c(F)c1F	-13.1%
CN1C(=O)CC(C(=O)O)C12CCN(Cc1cccc(OC(F)F)c1)CC2 (centres undefined)	7.5%
CCOC(=O)c1ccccc1NC(=O)c1c2c(nc3ccccc13)C(=O)N(C1CCCCC1)C2	3.6%
COc1ccccc1-c1cnc(Nc2ccc(Cl)cn2)c2c1CCO2	35.5µM*
CCOc1cc(/C=C/c2cccc[n+]2C)ccc1OCC(=O)Nc1ccc(C)cc1	8.9%
Cc1ccc(C)c(C(=O)NCc2nnc3cc(-c4nc(C)no4)ccn23)c1	25.1µM*
O=C(OCc1nnnn1-c1ccccc1)C1(c2ccccc2F)CCCC1	4.7%
O=C(NCc1nnc2c(-c3nc(C4CC4)no3)cccn12)c1cc(F)ccc1F	28.2µM*
C=CCNc1nc(C)nc2c1CCN(C(=O)Cc1nnc(N)s1)CC2	-17.9%
O=C(Cc1c[nH]c2ccccc12)NC(c1ccccc1)c1ccccc1	6.8%
Cc1sc2nc(C(C)Sc3nnnn3C3CC3)[nH]c(=O)c2c1C (centres undefined)	10.8%
CCc1ccc2c(CN3CCCC3c3ccc(OC)cc3)cc(=O)oc2c1 (centres undefined)	-15.8%
CN(CC(=O)NC1(C#N)CCCC1)C(c1ccccc1)c1ccccc1	-20.1%
Cc1c(Cl)c(CSc2nnc3ccc(C(F)(F)F)cn23)nc2ccccc12	14.3%
CC(=O)Nc1cccc(NC(=O)C(=O)NCCc2csc3nc(-c4ccccc4F)nn23)c1	-9.0%

Exported with bars between the fields: four of the compounds above
Structure | KDM5B inh
CC(=O)Nc1cccc(NC(=O)C(=O)NCCc2csc3nc(-c4ccccc4F)nn23)c1 | -9.0%
COc1ccccc1-c1cnc(Nc2ccc(Cl)cn2)c2c1CCO2 | 35.5µM*
C=CCNc1nc(C)nc2c1CCN(C(=O)Cc1nnc(N)s1)CC2 | -17.9%
Cc1c(Cl)c(CSc2nnc3ccc(C(F)(F)F)cn23)nc2ccccc12 | 14.3%

Remaining list, next part:
SMILES	KDM5B inh
COc1ccc(NC(=O)C2=C(C)Nc3ncnn3C2c2ccc(C)o2)cc1 (centres undefined)	-9.9%
Cc1ccc(CN2CC(Oc3ccccc3C(=O)NC3CC3)C2)cc1	-12.3%
CCOc1ccc(NC(=O)c2c(NCc3cccc(OC)c3OC)sc3c2CCC3)cc1	?
Cc1cc(C)n(CC(=O)Nc2cc(C(F)(F)F)ccc2Cl)c(=O)c1C#N	0.0%
COCCN(Cc1cccs1)C(=O)COc1ccc2c(C)cc(=O)oc2c1	?
Cc1ccc(NC(=O)CC2CCCN(c3cnn(C)c(=O)c3)C2)cc1F (centres undefined)	-14.0%
Cc1cc(-c2ccnc(-c3nnc(C)n3CCc3ccccc3)c2)ccn1	0.2%[86.2 µM]
O=C(c1cccc2nc3ccccc3nc12)N1CCOCC1	-2.1%
O=[N+]([O-])c1cccc(-c2noc([C@@H]3Cc4nc[nH]c4CN3Cc3ccc(F)cc3)n2)c1	?
CC(=O)N1CC2(CCN(C3COC3)CC2)Cc2ccccc21	-6.4%[149 µM]
COc1ccc(C(=O)N2C[C@@H]3C[C@H](C2)c2c(NC(=O)c4ccc5c(c4)OCO5)ccc(=O)n2C3)cc1	223.3%[activator]
CCN1CCC2(CCC1=O)CN(C(=O)c1ccc(CSC)o1)CCN2C (centres undefined)	?
CCOC(=O)C1CCN(C(=O)Cn2c(-c3cccs3)cc3cc(Cl)ccc32)CC1	?
Cc1nc2ccc(S(=O)(=O)NC(C(=O)N3CCN(c4ccc(Cl)cc4)CC3)C(C)C)cc2s1 (centres undefined)	-14.4%
CCCC(=O)Nc1nnc(SCc2cc(=O)n3cccc(C)c3n2)s1	10.5%
CCC(C)N(C(=O)COC(=O)CSc1ccc([N+](=O)[O-])cc1)C1CCS(=O)(=O)C1 (centres undefined)	-24.2%
CCNC(=O)c1ccc(CC2CCN(C(C)=O)CC2)cc1	-19.5%
Cc1ccc(Cn2c(=O)c3ccc(C(=O)NC(C)C)cc3n3c(=O)[nH]nc23)cc1	17.9%
Cc1cc(C)cc(NC(=O)CCN2C(=O)c3ccccc3C2=O)c1	21.2%
O=C(Cn1nc(C(=O)O)c2ccccc2c1=O)Nc1ccc(F)c(F)c1	-8.9%
O=C(c1cccs1)N1CCCC(n2cc(-c3nc(C4CC4)no3)nn2)C1 (centres undefined)	-15.5%
S=c1[nH]nc(-c2cccs2)n1C1CCCCC1	-6.6%
Cn1c(SCC(=O)Nc2cc(Cl)cc(Cl)c2)nnc1-c1ccc2nonc2c1	?
Cc1c(-c2ccc(Cl)cc2)c(=O)oc2cc(OC(=O)N3CCOCC3)ccc12	4.9%

6 neighbouring compounds already listed:
SMILES	KDM5B inh
CCOC(=O)C1CCN(C(=O)Cn2c(-c3cccs3)cc3cc(Cl)ccc32)CC1	?
Cc1nc2ccc(S(=O)(=O)NC(C(=O)N3CCN(c4ccc(Cl)cc4)CC3)C(C)C)cc2s1 (centres undefined)	-14.4%
CCCC(=O)Nc1nnc(SCc2cc(=O)n3cccc(C)c3n2)s1	10.5%
CCC(C)N(C(=O)COC(=O)CSc1ccc([N+](=O)[O-])cc1)C1CCS(=O)(=O)C1 (centres undefined)	-24.2%
CCNC(=O)c1ccc(CC2CCN(C(C)=O)CC2)cc1	-19.5%
Cc1ccc(Cn2c(=O)c3ccc(C(=O)NC(C)C)cc3n3c(=O)[nH]nc23)cc1	17.9%

(list continues)
SMILES	KDM5B inh
Cc1ccc(NC(=O)C2CCCC2)cc1Cl	-0.8%
CC(=O)c1ccc(NC(=O)CN(C)S(=O)(=O)c2cc3c(cc2C)NC(=O)CO3)cc1	12.9%
Cc1ccc(/C=C/C(=O)Nc2ccc(Cl)cc2Cl)cc1	-10.7%
COc1cc(NC(=O)NC[C@H]2O[C@@H](CO)[C@@H](O)[C@H]2N(C)CCN(C)C)cc(OC)c1	?
Cc1cc(C)c2c(=O)cc(C(=O)Nc3c(C)cccc3C)oc2c1	13.7%
CCOC(=O)N1CCN(C(=O)COc2ccc3ccccc3c2Br)CC1	16.3%
COc1ccc(CN2CCCC3(COc4ccccc4[S+](=O)([O-])N3)C2)cc1 (centres undefined)	?
COC(=O)c1cccc(CN2C(=O)SC(Nc3ccc(Br)cc3)C2=O)c1 (centres undefined)	?
O=C1OCC2(CCN([S+](=O)([O-])c3ccc(C(F)(F)F)cc3)C2)N1Cc1ccccn1 (centres undefined)	15.2%
O=C(Cn1c2c(c(-c3ccccc3Cl)cc1=O)CCC2)NCCCN1CCOCC1	?
COc1ccc(CCNC(=O)C(=O)NCC(c2cccs2)S(=O)(=O)c2ccc(F)cc2)cc1 (centres undefined)	2.8%
CCOC(=O)c1ccc2[nH]c(CSCC(=O)Nc3cccc(C(F)(F)F)c3)cc(=O)c2c1	16.7%
Cc1ccc(C2=Nc3ccccc3N(CC(=O)Nc3ccccc3C)C(=O)C2)cc1C	-15.7%
CC(C)C[C@@H]1COc2cc(Br)ccc2S(=O)(=O)N1Cc1cn(Cc2ccc(Cl)cc2)nn1	30.8%
c1cc(OCc2nnc(-c3cccs3)o2)cc(-n2cnnn2)c1	8.7%
CCc1noc([C@@H]2CC(F)(F)CN2C(=O)c2occc2C)n1	48.9%[activator]
CC(C)NC(=O)N1CC(C(=O)NCC2CC2)CC(c2ccccc2)C1 (centres undefined)	-19.2%
CCc1nc2c(c(-c3ccc(Cl)cc3)n1)CCN(CCC(C)C)CC2	4.7%
O=C(NCc1ccc(F)cc1)N1CCCC(Cc2nncn2-c2ccccc2)C1 (centres undefined)	-13.1%
COc1ccc(Oc2coc3cc(OC)ccc3c2=O)cc1	19.7%
Cc1noc(-c2ccn3c(CNC(=O)c4cc5ccccc5[nH]4)nnc3c2)n1	?
